MOR-DOR ag = agonists of human mu-delta opioid receptor heterodimerization | actives 0.3% (n = 340,000) | activation, % at 9.3 µM | P35372+P41143 | cells, OPRM1-OPRD1 heterodimerization, luminescence; in the data active = activation above about 18%;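 also: 0% = vehicle-treated cells and 100% = reference agonist; values of inactives mirror those of a sister screen read the other way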
PKA-R2B activ = PKA-R2B complex activation | PKA-R2B holoenzyme dissociation, Cy5-IP20 fluorescence polarization; R2B truncated from residue 108, S112A mutant; 0% DMSO only, 100% 113 µM cGMP | activation, % at 11.4 µM | actives 0.079% (n = 340,000) | AID 504700;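 active = activation above a cutoff set at the mean over all compounds plus 3 SD, cut at about 18% in these data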;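 also: higher means more holoenzyme dissociation and a rise in polarization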
Target sequence (P31323 whole entry, looked up, other chains not shown, the tested form may be a part): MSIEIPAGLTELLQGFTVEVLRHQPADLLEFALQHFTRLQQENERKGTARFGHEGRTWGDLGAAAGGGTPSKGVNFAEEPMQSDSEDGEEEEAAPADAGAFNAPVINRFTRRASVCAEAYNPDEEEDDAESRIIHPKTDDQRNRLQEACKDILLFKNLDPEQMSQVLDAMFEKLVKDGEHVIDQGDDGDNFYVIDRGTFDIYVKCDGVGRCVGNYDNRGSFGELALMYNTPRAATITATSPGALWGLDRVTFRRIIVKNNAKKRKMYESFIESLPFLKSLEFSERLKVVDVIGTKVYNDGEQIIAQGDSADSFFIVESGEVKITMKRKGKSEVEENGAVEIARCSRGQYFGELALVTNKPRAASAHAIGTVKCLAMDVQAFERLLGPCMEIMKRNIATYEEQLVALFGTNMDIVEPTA
V-ATPase pHluor = regulators of yeast V-ATPase proton transport | response, % at 10 µM | S. cerevisiae, pHLuorin cytosolic pH fluorescence | actives 0.37% (n = 350,000); in the data active = response mostly above about 7.3%, no sharp cut-off; inactive = mostly below about 5.4%; also: actives read high; inactives centre near 0; some compounds called inactive have numbers as strong as hits; reference of the scale not given here
Arrestin-AP2 inh = human beta-arrestin and AP2 interaction inhibition. FITC-arrestin peptide / GST-AP2 beads, flow cytometry; AP2 beta2 appendage carries R879A mutation. inhibition, % at 10 µM. actives 0.31% (n = 340,000);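 active = inhibition above a set limit, near 3 SD of compounds lacking own fluorescence, cut at about 54% in these data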;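 also: plate controls were DMSO wells for no effect and 5 µM unlabelled arrestin peptide for full effect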
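System: GST-AP2 R879A glutathione beads; medium: PBS, Tween 20 0.05%, BSA 0.1%; reagent: fluorescein-tagged arrestin peptide at 50 nM final; schedule: pre-incubation 12 min, peptide binding 1 h, room temperature; detection: flow cytometry, FL1 (488/535 nm); read-out: inhibition as reduced fluorescein signal on beads, percent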
DAGLB inh = blocks human DAGLB lipase activity. Q8NCG7. HEK293T DAGLB membrane lysate, EnzChek fluorogenic substrate. inhibition, % at 5.17 µM. actives 0.059% (n = 340,000). AID 504411; in the data active = inhibition above about 34%;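 also: 0% = enzyme with vehicle and 100% = wells lacking enzyme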
HTR5A ag = HTR5A agonism, opioid heterodimer counter-screen. HTR5A agonist assay, luminescence, cell-based. AID 504692. actives 0.61% (n = 340,000). P47898. activation, % at 9.3 µM; in the data active = activation mostly above about 9.5%, no sharp cut-off; inactive = mostly below about 7.6%;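 also: 0% = cells with vehicle only and 100% = reference agonist; strong numbers were not always called active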
Target sequence (P47898 whole entry, looked up): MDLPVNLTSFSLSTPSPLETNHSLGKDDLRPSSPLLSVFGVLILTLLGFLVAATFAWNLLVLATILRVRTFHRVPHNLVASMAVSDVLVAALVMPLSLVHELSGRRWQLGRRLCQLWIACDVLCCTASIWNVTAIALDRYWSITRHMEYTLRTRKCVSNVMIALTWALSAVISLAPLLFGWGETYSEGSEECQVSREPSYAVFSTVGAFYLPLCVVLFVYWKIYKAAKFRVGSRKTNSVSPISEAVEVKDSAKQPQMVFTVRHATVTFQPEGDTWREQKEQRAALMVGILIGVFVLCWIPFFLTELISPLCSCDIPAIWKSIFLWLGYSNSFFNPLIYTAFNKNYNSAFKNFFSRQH
PKA-R1A activ = activators of PKA-R1A complex. PKA-R1A dissociation, Cy5-IP20 fluorescence polarization; scaled: DMSO 0%, 113 µM cGMP 100%. activation, % at 11.4 µM. P00514+P68181. actives 0.083% (n = 340,000);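 active = percent activation above the mean of all tested compounds plus 3 SD, cut at about 19% in these data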;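 also: higher means more PKAc released from R1A so a rise in polarization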
Pemphigus Ab inh = blocks pemphigus antibody binding to human desmoglein-3; actives 0.48% (n = 310,000); binding (percent of control), % at 10 µM; DSG3-coupled beads, scFv-anti-DSG3-GFP binding, flow cytometry; active compounds read low;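 active = binding more than 3 SD below its plate's average and above zero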;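 also: hits lower antibody fragment binding to DSG3; some compounds called inactive have numbers as strong as hits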
MOR-DOR inv ag = inverse agonists of human mu-delta opioid receptor heterodimerization | P35372+P41143 | cell-based MOR-DOR heterodimer luminescence, inverse agonism | inhibition, % at 9.3 µM | actives 0.21% (n = 340,000); in the data active = inhibition above about 22%, passing the limit was not always enough;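 also: 0% = cells with DMSO and 100% = wells without cells with DMSO; values of inactives mirror those of a sister screen read the other way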
HTR5A inv ag = HTR5A inverse agonism, opioid heterodimer counter-screen | P47898 | HTR5A cell line, luminescence | inhibition, % at 9.3 µM | actives 0.083% (n = 340,000) | AID 504634; in the data active = inhibition mostly above about 23%, no sharp cut-off; inactive = mostly below about 18%;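 also: 0% = cells with DMSO and 100% = no-cell wells with DMSO; some compounds called inactive have numbers as strong as hits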
Active calls of the source: *; / = not tested or not shown.

SMILES	MOR-DOR ag	PKA-R2B activ	V-ATPase pHluor	Arrestin-AP2 inh	DAGLB inh	HTR5A ag	PKA-R1A activ	Pemphigus Ab inh	MOR-DOR inv ag	HTR5A inv ag
CC(C)OC(=O)CSc1nnc(-c2cnccn2)n1-c1ccc(Cl)cc1	-2.1	-1	3	0	-2	2	18	106	10	-4
O=S(=O)(/C=C/c1ccccc1)NC1CCCCCCC1	8.5	-20	3	-4	-6	4	-9	106	-44	-23
Cc1cccc(OCC(=O)N/N=C/c2cccn2C)c1	-0.3	0	2	-8	1	0	5	/	2	-27
CCOc1ccc(N2CC(NC(=O)c3ccc4ccccc4c3)CC2=O)cc1 (configuration not stated)	0.5	-2	2	6	0	-2	-4	86	-3	0
CN(C)C(=O)C1CC(=O)OC12CCCCC2 (configuration not stated)	0.4	4	-2	4	-2	6	-1	117	-2	-13
Cc1onc(-c2ccccc2Cl)c1C(=O)NNC(=O)c1ccc(F)cc1	0.7	-12	8	-5	1	3	-17	106	-5	6
CN(C)C(=O)N1CCC(C(=O)NCc2ccc(F)cc2)CC1	-1.1	2	3	9	-3	2	1	98	7	-7
CCOc1ccc(N2C(=O)CC(SC(=NC)Nc3ccc(F)cc3)C2=O)cc1 (configuration not stated)	8.5	-8	0	0	-6	3	6	104	-48	19
O=C(CNC(=O)c1ccccc1F)OCc1nc2ccc(Cl)cc2n1CCO	-0.7	-5	2	6	-2	-2	-20	106	3	4
COc1ccc(/C=C2\SC(=NCc3ccccc3)NC2=O)cc1	-0.7	-6	4	-8	-4	2	2	112	4	17
COc1cc(/C=C2/C(=O)ON=C2c2ccccc2)ccc1O	-3.4	7	3	3	3	-1	-3	128	18	3
OC1C2(Cc3ccccc3)CN3CCN(C2)CC1(Cc1ccccc1)C3 (configuration not stated)	-1.3	-4	4	-3	1	2	10	108	8	-4
CCc1c(-c2ccccc2)nc2sc3c(c2c1N)CCCC3	-1.1	-3	4	-4	-2	0	4	105	6	13
Cc1ccc(S(=O)(=O)c2ncccc2[N+](=O)[O-])cc1	2.5	-12	4	3	-24	-6	-2	100	-13	21
CCOc1ccc(C(=O)NC(C)CCc2ccccc2)cc1 (configuration not stated)	0.3	-7	-1	-10	-4	-2	-1	122	-1	9
COc1ccc(NC(=O)C(=O)N/N=C(\C)CC(=O)Nc2cc(C)ccn2)c(OC)c1	-1.1	5	-2	31	-1	3	8	112	6	9
CCC(C)NC(=O)COC(=O)c1oc2ccccc2c1CSc1ccc(Cl)cc1 (configuration not stated)	0.5	-5	-4	-8	-2	9	-5	96	-4	7
NC(=O)c1ncn([C@@H]2O[C@H](CNCc3ccc(OCC(=O)Nc4nccs4)cc3)[C@@H](O)[C@H]2O)n1	-3.2	5	1	4	-4	0	-5	102	15	-1
Cc1ccc2nc(C3CCCCC3)[nH]c2c1	-2.6	-1	0	2	-1	1	-10	97	13	1
Nc1nc(-c2c(Cl)cccc2Cl)no1	-0.7	1	-2	-5	2	5	-1	/	4	-3
Cc1ccc(NC(=O)CN2C(=O)N/C(=C/c3ccc(N4CCOCC4)cc3)C2=O)cc1	-2.6	-3	-7	-6	2	0	16	94	16	0
CC(C)(C)NNC(=S)Nc1cccc(C(F)(F)F)c1	-1.2	-5	1	1	-7	3	-3	117	6	-14
COc1ccc2nc(NC(=O)c3ccccc3-c3ccccc3C(=O)O)sc2c1	-1.6	3	0	11	-1	1	-13	106	8	-4
Cc1cc(C)nc(SCC(=O)OCN2C(=O)c3ccccc3C2=O)n1	0.3	-4	-5	14	3	1	-4	103	-1	-5
CCN1CCc2c(sc(NC(=O)c3ccc(S(=O)(=O)N4CCOCC4)cc3)c2C(=O)OC)C1	-2.9	-2	2	-6	-1	-3	-6	101	14	-10
COc1ccc(-c2cc(C(=O)N3CCN(c4ccccc4)CC3)c3ccccc3n2)cc1OC	-1.9	-12	-5	18	-3	-6	-11	108	8	13
COc1ccc(S(=O)(=O)n2ccc(C(C)Oc3ccc(-c4ccccc4)c(F)c3)n2)cc1 (configuration not stated)	2.9	-4	6	4	-17	3	-3	97	-16	-67
O=C(NCc1ccc(N2CCCC2=O)cc1)c1cnccn1	-1.1	10	0	7	-1	0	5	100	6	-39
O=Nc1c(O)n(Cc2c(Cl)cccc2Cl)c2ccccc12	14	3	0	0	-13	9	0	96	-78	-31
c1ccc(CC2CNc3ccccc3CN2)cc1 (configuration not stated)	-0.6	-12	5	9	2	-1	0	117	3	27
COc1ccc(C(=O)NC2CCCCCC2)cc1OC1CCN(C(C)=O)CC1	0.3	0	2	3	0	3	1	103	-2	-23
CCOc1ccc(/C=N/NC(=O)C(C)N(c2ccc(OC)cc2)S(C)(=O)=O)cc1OCC (configuration not stated)	-0.5	-3	-1	18	-1	0	-13	102	3	1
O=C1/C(=C\c2cccnc2)CCc2ccccc21	-0.5	-2	7	6	-2	-2	-12	/	3	6
CC(C)[C@@H](C(=O)N1CCN(Cc2ccc3c(c2)OCO3)CC1)n1nnc2ccccc2c1=O	-2.3	-11	-1	-8	-4	4	-14	106	13	-16
Cc1oc(-c2ccccc2Cl)[n+]([O-])c1C	0.4	3	2	13	1	2	-6	121	-2	-11
CCCCN(CC)CCCNC(=O)CS(=O)(=O)Cc1nc(-c2cccc(OC)c2)oc1C	-1.1	1	-1	6	1	8	0	102	5	-23
COc1ccc(CCNC(=O)C2CCN(S(=O)(=O)c3ccc(OC)c(OC)c3)CC2)cc1	-1.1	2	3	5	3	-2	8	106	6	-28
COc1ccc(C(OC(=O)c2ccco2)C(=O)NCc2ccco2)cc1 (configuration not stated)	-1.6	-4	1	31	0	2	-6	98	10	-5
CCCS(=O)(=O)N1CCC(C(=O)NCc2cccnc2)CC1	-2.5	-5	-2	-13	-1	0	-1	105	15	5
CNC(=O)c1[nH]cnc1C(=O)N[C@@H](CC(C)C)C(=O)OC(C)(C)C	0.9	-9	-4	-8	0	1	-1	96	-5	13
CCOc1ccccc1NC(=O)CNS(=O)(=O)c1ccc2nc(C)sc2c1	-1.5	-9	-2	-10	-4	10	-7	100	8	1
O=C(COc1ccc2c(-c3ccccc3)cc(=O)oc2c1)Nc1ccc(CCO)cc1	0.3	-2	-1	-2	0	6	18	98	-2	1
Nc1nnc(Cc2ccc(Cl)c(Cl)c2)s1	-1.8	5	3	8	0	13	6	101	10	-37
CCN1CCN(CC(=O)Nc2sc3c(c2C#N)CCC(C)C3)CC1 (configuration not stated)	0.3	-5	-2	2	-1	1	-8	106	-2	-3
O=C(c1ccco1)N1CCN(CC(O)Cn2c3ccccc3c3ccccc32)CC1 (configuration not stated)	-1.2	-4	1	1	2	2	-1	103	7	3
O=C(Nc1ccc(S(=O)(=O)Nc2ncccn2)cc1)c1ccco1	-0.1	-7	0	5	4	1	9	107	1	-13
CN(CC(=O)Nc1cccc(F)c1)CC(=O)Nc1ccc(Cl)cc1[N+](=O)[O-]	-2.8	10	0	-17	2	-2	-7	147	13	5
O=C(COC(=O)C1COc2ccccc2O1)NC1CCS(=O)(=O)C1 (configuration not stated)	-1.1	7	-1	-6	1	-1	6	103	6	20
O=C(NCC1CCCO1)c1ccc(CS(=O)(=O)c2ccc(Cl)cc2)o1 (configuration not stated)	-1.4	4	1	1	0	-2	0	/	8	19
CCN1CCN(CCCN(Cc2ccco2)C(=S)Nc2ccccc2Cl)CC1	-1.1	-8	0	-19	-1	2	2	109	5	-5
CN(C)C(CNC(=O)CSc1nc2sc3c(c2c(=O)n1C)CCCC3)c1ccccc1 (configuration not stated)	-1.5	-3	-2	2	-3	7	-2	/	6	-19
Cc1ccc(NS(=O)(=O)c2ccc(-c3ccc(=O)[nH]n3)o2)cc1	-0.1	0	-1	-12	3	5	2	99	0	-1
Cc1nc(SCC(=O)NCc2ccco2)c2oc3ccccc3c2n1	0.4	6	2	6	-6	-1	9	107	-2	2
O=C(c1ccc(NC2=NC3CS(=O)(=O)CC3S2)cc1)N(CCO)Cc1ccccc1 (configuration not stated)	0.1	5	-1	-2	1	2	13	108	-1	7

Molecules above that contain fluorine, in the order listed:
SMILES	MOR-DOR ag	PKA-R2B activ	V-ATPase pHluor	Arrestin-AP2 inh	DAGLB inh	HTR5A ag	PKA-R1A activ	Pemphigus Ab inh	MOR-DOR inv ag	HTR5A inv ag
Cc1onc(-c2ccccc2Cl)c1C(=O)NNC(=O)c1ccc(F)cc1	0.7	-12	8	-5	1	3	-17	106	-5	6
CN(C)C(=O)N1CCC(C(=O)NCc2ccc(F)cc2)CC1	-1.1	2	3	9	-3	2	1	98	7	-7
CCOc1ccc(N2C(=O)CC(SC(=NC)Nc3ccc(F)cc3)C2=O)cc1 (configuration not stated)	8.5	-8	0	0	-6	3	6	104	-48	19
O=C(CNC(=O)c1ccccc1F)OCc1nc2ccc(Cl)cc2n1CCO	-0.7	-5	2	6	-2	-2	-20	106	3	4
CC(C)(C)NNC(=S)Nc1cccc(C(F)(F)F)c1	-1.2	-5	1	1	-7	3	-3	117	6	-14
COc1ccc(S(=O)(=O)n2ccc(C(C)Oc3ccc(-c4ccccc4)c(F)c3)n2)cc1 (configuration not stated)	2.9	-4	6	4	-17	3	-3	97	-16	-67
CN(CC(=O)Nc1cccc(F)c1)CC(=O)Nc1ccc(Cl)cc1[N+](=O)[O-]	-2.8	10	0	-17	2	-2	-7	147	13	5

Look-ups from the results shown:
COc1cc(/C=C2/C(=O)ON=C2c2ccccc2)ccc1O in HTR5A inv ag shows 3
Cc1onc(-c2ccccc2Cl)c1C(=O)NNC(=O)c1ccc(F)cc1 in Pemphigus Ab inh shows 106
